APP 5'UTR act: APP 5'UTR luciferase reporter activation; SH-SY5Y APP 5'UTR luciferase reporter, luminescence; zero percent = DMSO vehicle wells; activation, % at 2 µM; 190,000 compounds, 1% hits;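 active means activation above a set limit, based on mean plus 3 SD of controls, cut at about 140% in these data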; further: values of inactives mirror those of a sister screen read the other way
ROMK mod: human ROMK K+ channel modulation, primary screen | P48048 | Tet-inducible ROMK, thallium flux fluorescence; actives lie on both sides | B-score at 10 µM | 130,000 compounds, 2% hits | AID 1918;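 active means signal ratio slope over the read window, or its plate-corrected B-score, at least 3 SD from the plate mean, either direction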;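 further: B-score of the F/F0 ratio slope over 7 to 12 s after thallium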
Target sequence (P48048 whole entry, looked up): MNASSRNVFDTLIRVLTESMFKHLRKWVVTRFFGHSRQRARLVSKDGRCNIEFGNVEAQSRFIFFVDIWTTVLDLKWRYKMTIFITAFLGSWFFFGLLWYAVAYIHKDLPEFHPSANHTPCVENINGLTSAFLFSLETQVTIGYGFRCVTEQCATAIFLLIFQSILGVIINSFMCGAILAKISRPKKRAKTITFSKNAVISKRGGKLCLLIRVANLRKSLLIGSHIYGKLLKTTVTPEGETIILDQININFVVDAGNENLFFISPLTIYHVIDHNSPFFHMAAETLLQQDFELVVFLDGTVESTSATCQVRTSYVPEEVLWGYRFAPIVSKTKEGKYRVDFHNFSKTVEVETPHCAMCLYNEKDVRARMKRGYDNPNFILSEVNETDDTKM
STAT3 blocker: STAT3 signaling inhibition. U3A cells, IL-6 STAT3-luciferase reporter, luminescence; host cell line lacks STAT1. inhibition, % at 5.5 µM. 190,000 compounds, 0.89% hits;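 active means inhibition above the mean inhibition across all screened compounds plus 3 SD, cut at about 44% in these data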;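 further: 0% = DMSO only wells and 100% = 100 µM nifuroxazide control wells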
STAT1 blocker: reduces IFN-gamma driven STAT1 reporter signal. NIH 3T3 STAT1-luciferase reporter, luminescence. inhibition, % at 5.5 µM. 200,000 compounds, 0.35% hits;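 active means inhibition above a set limit, the mean inhibition across all tested compounds plus 3 SD, cut at about 34% in these data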;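 further: 0% = IFN-gamma with DMSO and 100% = IFN-gamma with 300 µM nifuroxazide; values of inactives mirror those of a sister screen read the other way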
STAT1 act: activators of IFN-gamma induced STAT1 signaling | NIH 3T3 STAT1-luciferase reporter, luminescence; 100% = IFN-gamma alone, no compound | AID 932 | activation (% of control), % at 5.5 µM | 200,000 compounds, 2.6% hits;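 active means activation above the screen-wide mean activation plus 3 SD, cut at about 130% in these data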;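 further: raw ratio to IFN-gamma control signal so 100% means no change and 0% no light; values of inactives mirror those of a sister screen read the other way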
APP transl inh: APP translation inhibition. 190,000 compounds, 0.82% hits. inhibition, % at 2 µM. SH-SY5Y APP 5'UTR-luciferase reporter, luminescence;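 active means inhibition above a set limit, derived from the sample mean plus 3 SD, cut at about 45% in these data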; further: values of inactives mirror those of a sister screen read the other way
FLuc inh counter: counter-screen for luciferase assay inhibitors: firefly luciferase inhibition | ATPLite firefly luciferase biochemical luminescence, 10 min | 200,000 compounds, 1.5% hits | AID 1006 | inhibition, % at 10 µM;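 active means inhibition above about 50% when tested at 10 µM, limit read from the data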
Target sequence (P08659 whole entry, looked up): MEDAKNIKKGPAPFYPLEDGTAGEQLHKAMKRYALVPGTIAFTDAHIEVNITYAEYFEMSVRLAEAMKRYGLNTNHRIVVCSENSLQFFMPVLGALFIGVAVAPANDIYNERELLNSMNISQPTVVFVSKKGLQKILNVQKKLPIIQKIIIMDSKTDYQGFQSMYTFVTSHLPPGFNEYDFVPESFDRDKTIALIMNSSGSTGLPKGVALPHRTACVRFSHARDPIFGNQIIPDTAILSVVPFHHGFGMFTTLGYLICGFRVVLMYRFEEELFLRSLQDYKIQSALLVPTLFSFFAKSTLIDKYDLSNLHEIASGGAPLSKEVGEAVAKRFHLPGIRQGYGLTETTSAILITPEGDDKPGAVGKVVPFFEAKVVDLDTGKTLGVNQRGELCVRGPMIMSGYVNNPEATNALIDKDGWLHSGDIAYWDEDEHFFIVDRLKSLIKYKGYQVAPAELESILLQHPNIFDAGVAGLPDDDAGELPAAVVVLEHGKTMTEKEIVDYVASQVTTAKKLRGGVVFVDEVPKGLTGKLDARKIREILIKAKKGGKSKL
NF-kB expr up: compounds increasing NF-kB expression in human neuronal cells | NF-kB reporter expression; hits give high values | fold change at 12.5 µM | 190,000 compounds, 1.6% hits; in the data active means fold change above about 3.3
FLuc act counter: firefly luciferase counter-screen for stimulation assays; activation factor at 10 µM; P08659; 200,000 tested, under 10 active; ATPlite luciferase biochemical, luminescence, 10 min; 0 = ATP-free wells, 1 = DMSO control; AID 1027;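 active means luciferase activation factor, scaled between plate controls, of at least 2 with compound at 10 µM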
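Assay system: Luciferase/luciferin detection reagent, cell-free biochemical luciferase assay / Read-out: luciferase activation / Benchmarks: No-ATP low control, compound-free enzyme-plus-ATP high control / Medium: PBS buffer for ATP / Detection: luminescence measurement of luciferase light output / Schedule: 10 min at ambient temperature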
STAT3 activator: activators of IL-6 induced STAT3 signaling. U3A cells, IL-6 STAT3-luciferase reporter, luminescence; 100% = signal with IL-6 EC80 alone. activation (% of control), % at 5.6 µM. 190,000 compounds, 0.91% hits. AID 871;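 active means activation above the screen-wide mean of compound activation plus 3 SD, cut at about 130% in these data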;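 further: 0% = background luminescence of wells with medium and substrate only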
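Material: STAT3-luciferase reporter U3A cells. Controls: IL-6-treated wells, 100% activation. Read-out: % activation versus median of IL-6-stimulated wells. Probe or stimulus: IL-6 stimulus at 33 ng/mL final. Timing: compound 1 h, then IL-6 6 h at 37 °C. Signal: reporter luminescence signal.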
An asterisk follows results filed as active; . = not tested or not shown.

SMILES | APP 5'UTR act | ROMK mod | STAT3 blocker | STAT1 blocker | STAT1 act | APP transl inh | FLuc inh counter | NF-kB expr up | FLuc act counter | STAT3 activator
Cc1cccc(NC(=O)CN2C(=O)N/C(=C/c3cc(C)n(C)c3C)C2=O)c1 | 18.1 | 0.178 | -6.9 | -0.7 | 100.4 | -18.1 | -4.1 | 1.12 | 1 | 113.0
CC(C)CCNC(=O)C(c1ccco1)N(Cc1ccccc1)C(=O)c1snc(C(N)=O)c1N (stereo unspecified) | 10.2 | . | 0.1 | 3.0 | 98.5 | -10.2 | -7.9 | 0.42 | 1.1 | 103.6
O=C(NCCN1CCOCC1)c1c(F)c(F)c(F)c(F)c1F | . | 0.332 | 7.1 | 8.0 | 88.5 | -1.3 | -8.1 | 1.57 | 1.1 | 96.6
Cc1cc(C)n2nc(NCc3ccccc3)nc2n1 | -13.2 | . | 5.8 | -3.9 | 103.6 | 13.2 | -7.9 | 1.28 | 1.1 | 99.2
O=C(Nc1ccccc1C(F)(F)F)N1CCC(N2CCCCC2)CC1 | -0.6 | . | 8.3 | 5.7 | 94.8 | 0.6 | -6.7 | 1.04 | 1.1 | 101.4
N#Cc1cc2c(nc1SCc1ccccc1)CCC2 | 1.2 | 0.321 | 9.5 | -2.4 | 102.3 | -1.2 | -4.7 | 1 | 1 | 95.1
COc1ccc(-n2c(SCc3ccc([N+](=O)[O-])cc3)nnc2-c2ccccc2)cc1 | -7.2 | . | -15.2 | -5.9 | 105.3 | 7.2 | 0.8 | 0.41 | 1 | 108.2
COc1ccc(N2CCN(C(=O)Cc3ccc(-n4c(=O)[nH]c5ccccc5c4=O)cc3)CC2)cc1 | -12.4 | . | 8.8 | -0.4 | 100.4 | 12.4 | -2.1 | 0.7 | 1 | 96.1
COc1cc(OC)c(C2N(C)c3ccccc3N2C)cc1OC | 10.8 | . | 4.4 | 0.4 | 99.6 | -10.8 | -2.6 | 0.93 | 1 | 99.8
CC1=CC2=NC(=O)/C(=C\c3cc(C)n(-c4ccccc4F)c3C)C(=N)N2O1 | -0.2 | -0.0999 | -16.7 | -2.1 | 101.9 | 0.2 | 4.3 | 1.5 | 1 | 112.5
Cc1ccc(C)c(NC(=O)CSc2nnc([C@@H](N)Cc3ccccc3)o2)c1 | -3.1 | . | -6.3 | 0.4 | 99.6 | 3.1 | -6.7 | 1 | 1.1 | 107.4
CCOC(=O)N/N=C(\C)c1ccccc1OC(F)F | -8.6 | -0.0453 | -3.5 | 7.9 | 92.8 | 8.6 | 3.0 | 1.04 | 1 | 106.4
O=C(NCCOc1ccccc1F)c1cc(F)c(F)cc1Cl | 123.8 | 0.078 | 18.3 | -33.1 | 133.9* | -123.8 | 10.1 | 3.21 | 0.9 | 83.7
Cn1c2ccccc2c2nn(-c3ccccc3)c(=O)cc21 | 8.1 | -0.863 | 13.1 | 0.5 | 98.0 | -8.1 | -0.4 | 1.21 | 1 | 92.6
Cc1cc2ncc(-c3cccc(Cl)c3)cn2n1 | 48.8 | 0.164 | -24.5 | -31.6 | 128.8* | -48.8 | 11.7 | 1.88 | 0.9 | 122.3
Nc1ccc(Sc2ccccc2CC(=O)O)cc1 | -6.4 | . | 3.3 | 5.1 | 95.3 | 6.3 | -9.9 | 1.11 | 1.1 | 100.5
COC(=O)C1=C(NC(=O)C(C)(C)C)CCS1 | -19.4 | . | 1.0 | 1.8 | 98.3 | 19.4 | 0.5 | 1.15 | 1 | 103.9
O=C(/C=C/c1ccc(S(=O)(=O)NCc2ccco2)cc1)NCc1cccc(Cl)c1 | 24.9 | -1.42 | -23.7 | 0.0 | 100.0 | -24.9 | -6.3 | 0.83 | 1.1 | 117.3
CN(c1cccc(NC(=O)CN(c2cccc(Cl)c2)S(=O)(=O)c2ccc(Cl)cc2)c1)S(C)(=O)=O | 9.9 | 1.55 | -8.5 | 5.5 | 95.1 | -9.9 | -4.7 | 0.56 | 1 | 104.7
CCN(CC)C(=O)c1n[nH]c(=O)c2ccccc12 | 33.8 | 0.34 | 4.6 | -2.1 | 96.2 | -33.8 | -6.8 | 1.14 | 1.1 | 98.7
Cc1ccsc1-c1nc(CSCC(=O)N2CCN(c3ccccc3)CC2)c(C)o1 | 7.5 | . | 3.7 | 3.5 | 96.8 | -7.5 | -3.0 | 1.25 | 1 | 104.2
CCN(CCN(C)C)C(=O)c1ccc2c(c1NCCO)C(=O)c1ccccc1C2=O | 7.8 | -0.115 | 0.1 | 0.8 | 99.9 | -7.8 | 8.3 | 1.22 | 0.9 | 100.4
CSC1=N/C(=C\c2ccc(F)cc2)C(=O)S1 | -1.7 | . | -1.7 | -4.3 | 103.8 | 1.7 | -3.3 | 0.93 | 1 | 104.2
O/N=C1\CC/C(=N\O)c2nn(-c3ccccc3Cl)nc21 | 4.5 | 0.134 | 6.7 | -2.9 | 102.6 | -4.5 | -7.6 | 1.13 | 1.1 | 96.6
COc1ccccc1CCc1nnc(CCC(=O)NCCCOc2cccnc2)o1 | -5.5 | 0.0523 | 0.9 | -6.4 | 104.3 | 5.5 | 1.6 | 1.18 | 1 | 103.0

New compounds follow
SMILES | APP 5'UTR act | ROMK mod | STAT3 blocker | STAT1 blocker | STAT1 act | APP transl inh | FLuc inh counter | NF-kB expr up | FLuc act counter | STAT3 activator
COCCn1c(SCC(=O)Nc2ccccc2)nc2c(oc3ccccc32)c1=O | -11.3 | 0.261 | 13.9 | 14.8 | 85.3 | 11.3 | -6.3 | 1.11 | 1.1 | 89.7
O=C1NC(CCc2ccccc2)C(=O)N1Cc1cccc2ccccc12 (stereo unspecified) | 13.9 | . | -8.0 | -8.8 | 107.9 | -13.9 | -5.1 | 0.94 | 1.1 | 109.8
CCNc1nc(Oc2ccccc2)nc(OC(C)C(=O)OCC)n1 (stereo unspecified) | -0.4 | -0.237 | 5.5 | -2.2 | 102.0 | 0.4 | -3.7 | 1.09 | 1 | 98.0
CCCCNC(=O)CC1N=C2c3ccccc3N=C(SCC(=O)Nc3ccccc3OC)N2C1=O (stereo unspecified) | 12.3 | . | -1.7 | -0.5 | 100.4 | -12.3 | -2.6 | 1.1 | 1 | 102.1
Cc1noc(C)c1C(=O)NC(C)C12CC3CC(CC(C3)C1)C2 (stereo unspecified) | 5.2 | 0.211 | 5.0 | 4.3 | 94.6 | -5.3 | -5.3 | 1.06 | 1.1 | 97.6
COc1ccc(-c2nnc(SCC(=O)Nc3nncs3)o2)cc1 | 7.6 | 0.801 | -35.0 | 4.3 | 96.6 | -7.6 | 14.0 | 0.71 | 0.9 | 129.2
Cc1cc(N(C)/N=C/c2ccccc2O)nc(-c2ccccc2O)n1 | 43.5 | -0.509 | 12.5 | 3.9 | 95.0 | -43.5 | -5.0 | 1.5 | 1.1 | 90.6
O=C(CCC(=O)OCCCC(F)(F)C(F)(F)F)Nc1ccccc1 | -5.3 | . | 9.5 | -2.9 | 102.7 | 5.3 | -1.7 | 1.04 | 1 | 99.4
CN(C)c1nc(N)nc(/C(C#N)=C/C2CC3C=CC2C3)n1 (stereo unspecified) | -2.0 | -2.33 | -10.0 | -23.6 | 121.4 | 2.0 | 5.3 | 0.86 | 0.9 | 112.8
COc1cc(C2C(C#N)=C(N)N(c3cccnc3)C3=C2C(=O)CC(C)(C)C3)ccc1O (stereo unspecified) | 7.2 | . | 5.6 | 7.4 | 93.2 | -7.2 | -3.4 | 1.07 | 1 | 96.7
COc1ccc(-c2cc(-c3cccs3)c(C#N)c(SCC(=O)NCc3ccccc3OC)n2)cc1 | -11.6 | . | 3.7 | 4.7 | 95.7 | 11.6 | 2.8 | 1.04 | 1 | 100.4
NS(=O)(=O)c1ccc(NC(=S)NCc2ccco2)cc1 | 8.2 | 0.407 | -38.2 | 3.9 | 94.4 | -8.2 | -2.2 | 1.08 | 1 | 136.2*
Nc1c(C(=O)NCC2CCCO2)sc2nc3c(c(-c4ccco4)c12)CC/C3=C\c1ccco1 (stereo unspecified) | 13.8 | . | 12.4 | 8.6 | 92.4 | -13.8 | 0.9 | 0.72 | 1 | 91.7
OCc1nnc2c3ccccc3c(-c3ccccc3)nn12 | -10.6 | -0.711 | -6.5 | -7.0 | 106.5 | 10.6 | -5.4 | 1.19 | 1.1 | 111.1
Cc1nc(N2CCN(c3ccccc3)CC2)nc2c1C(=O)CC(c1ccccc1)C2 (stereo unspecified) | 7.1 | 0.177 | 12.2 | -8.6 | 107.9 | -7.1 | -2.4 | 1.23 | 1 | 92.8
CCN(CC)C(=O)N1CCN(C(=O)N(CC)CC)CC1 | 4.1 | 0.0266 | -1.3 | -9.0 | 106.8 | -4.1 | -2.3 | 1.1 | 1 | 105.0
Cc1ccc(NC(=O)Nc2ccc3c(c2)N(C)C(=O)CS3)cc1C | -12.5 | . | 25.8 | -1.6 | 101.5 | 12.5 | 1.2 | 1.04 | 1 | 85.1
Cc1ccccc1NC(=S)NC1CCN(Cc2ccccc2)CC1 | -1.2 | -0.713 | 4.1 | 15.4 | 86.0 | 1.2 | -3.9 | 0.94 | 1 | 99.5
CCc1ccccc1NC(=O)C1C(c2ccccc2)C1(Cl)Cl (stereo unspecified) | 0.0 | . | 2.5 | 6.3 | 94.4 | 0.0 | -9.1 | 1.48 | 1.1 | 99.2
O=C(c1ccc([N+](=O)[O-])s1)N1CCc2ccccc2C1 | 0.3 | 0.407 | 12.4 | -8.1 | 105.4 | -0.3 | -5.6 | 1.1 | 1.1 | 96.3
CCn1c(CC(=O)Nc2cccc(OC)c2)nnc1SCC(=O)N1CCN(c2ccccc2)CC1 | -16.9 | -0.0352 | -6.0 | -0.7 | 97.8 | 16.9 | 3.1 | 0.89 | 1 | 108.2
CCOc1ccc(CN2CCN(Cc3cnc(N4CCOCC4)s3)CC2CCO)cc1 (stereo unspecified) | -17.6 | 0.0476 | 6.3 | -1.3 | 99.7 | 17.6 | -5.1 | 1.03 | 1.1 | 98.4
O=C(Cn1ccc([N+](=O)[O-])n1)N1CCCc2ccccc21 | 76.2 | . | -14.5 | -24.6 | 117.2 | -76.2 | 7.8 | 0.65 | 0.9 | 122.9
NC(=O)c1sc(=S)n2c1[nH]c(=O)c1sccc12 | 0.5 | -1.04 | -14.8 | -2.1 | 101.5 | -0.5 | -1.9 | 0.95 | 1 | 114.2

Printed as active in STAT1 act (from the list above):
| Compound | APP 5'UTR act | ROMK mod | STAT1 blocker | STAT1 act | APP transl inh | NF-kB expr up | STAT3 activator |
| --- | --- | --- | --- | --- | --- | --- | --- |
| O=C(NCCOc1ccccc1F)c1cc(F)c(F)cc1Cl | 123.8 | 0.078 | -33.1 | 133.9* | -123.8 | 3.21 | 83.7 |
| Cc1cc2ncc(-c3cccc(Cl)c3)cn2n1 | 48.8 | 0.164 | -31.6 | 128.8* | -48.8 | 1.88 | 122.3 |

Entries of single compounds as entered above. Screens in order: APP 5'UTR act	ROMK mod	STAT3 blocker	STAT1 blocker	STAT1 act	APP transl inh	FLuc inh counter	NF-kB expr up	FLuc act counter	STAT3 activator
Record of `CCn1c(CC(=O)Nc2cccc(OC)c2)nnc1SCC(=O)N1CCN(c2ccccc2)CC1` → -16.9	-0.0352	-6.0	-0.7	97.8	16.9	3.1	0.89	1	108.2
Record of `Cc1cc(N(C)/N=C/c2ccccc2O)nc(-c2ccccc2O)n1` → 43.5	-0.509	12.5	3.9	95.0	-43.5	-5.0	1.5	1.1	90.6

Hits appear at their usual frequency, and some 7.1% of all compounds hit somewhere here.
